Assay outcomes: PubChem, Sanford-Burnham Center for Chemical Genomics
CYP2C9 act: human CYP2C9 activators, primary screen, biochemical, luminescence. Cytochrome P450 2C9 (Homo sapiens), P11712. activation factor at 5 µM. recombinant CYP2C9, luciferin-H conversion; stronger effect = higher value; factor 1 = untreated enzyme, 0 = blocked. AID 1024, 2008. 1.4% of 96,000 active;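 active = activation factor of 2 or more for CYP2C9 at a 5 µM dose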;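 note: 0 = sulfaphenazole-blocked wells and 1 = vehicle-only wells; values of inactives mirror those of a sister screen read the other way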
Target sequence (P11712 whole entry, looked up): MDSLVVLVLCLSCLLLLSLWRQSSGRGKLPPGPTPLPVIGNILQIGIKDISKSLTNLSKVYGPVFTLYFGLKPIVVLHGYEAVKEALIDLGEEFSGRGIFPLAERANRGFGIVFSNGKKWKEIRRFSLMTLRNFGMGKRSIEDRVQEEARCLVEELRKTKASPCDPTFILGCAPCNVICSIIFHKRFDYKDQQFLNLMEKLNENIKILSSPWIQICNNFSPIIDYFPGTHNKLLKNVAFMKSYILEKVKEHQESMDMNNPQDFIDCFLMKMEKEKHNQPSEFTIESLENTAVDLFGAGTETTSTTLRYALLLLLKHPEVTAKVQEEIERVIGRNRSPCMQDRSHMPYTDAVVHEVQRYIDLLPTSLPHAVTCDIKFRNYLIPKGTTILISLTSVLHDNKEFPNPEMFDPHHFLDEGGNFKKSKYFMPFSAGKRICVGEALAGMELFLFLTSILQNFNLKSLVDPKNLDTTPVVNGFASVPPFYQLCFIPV
MT1-MMP txn act: MT1-MMP promoter reporter activation – cell-based, luciferase luminescence, primary screen | activation factor at 10 µM | AID 750, 2007 | 0.16% of 86,000 active | HT1080 MT1-MMP promoter luciferase reporter, overnight; stronger effect = higher value;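 active = activation factor of at least 2 for MT1-MMP transcription at 10 µM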
CYP2C19 inhib: blockers of cytochrome P450 2C19 activity – biochemical, luminescence, ADME assay, primary screen | CYP2C19 Supersomes, luciferin-H EGE luminescence, 30 min | inhibition, % at 5 µM | P33261 | AID 778, 2007 | 21% of 96,000 active;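 active = CYP2C19 inhibition above a set limit at 5 µM in the primary screen, cut at about 50% in these data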;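 note: plate controls were negative control wells for no effect and 2.5 mM tranylcypromine positive control for full effect; values of inactives mirror those of a sister screen read the other way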
Target sequence (P33261 whole entry, looked up): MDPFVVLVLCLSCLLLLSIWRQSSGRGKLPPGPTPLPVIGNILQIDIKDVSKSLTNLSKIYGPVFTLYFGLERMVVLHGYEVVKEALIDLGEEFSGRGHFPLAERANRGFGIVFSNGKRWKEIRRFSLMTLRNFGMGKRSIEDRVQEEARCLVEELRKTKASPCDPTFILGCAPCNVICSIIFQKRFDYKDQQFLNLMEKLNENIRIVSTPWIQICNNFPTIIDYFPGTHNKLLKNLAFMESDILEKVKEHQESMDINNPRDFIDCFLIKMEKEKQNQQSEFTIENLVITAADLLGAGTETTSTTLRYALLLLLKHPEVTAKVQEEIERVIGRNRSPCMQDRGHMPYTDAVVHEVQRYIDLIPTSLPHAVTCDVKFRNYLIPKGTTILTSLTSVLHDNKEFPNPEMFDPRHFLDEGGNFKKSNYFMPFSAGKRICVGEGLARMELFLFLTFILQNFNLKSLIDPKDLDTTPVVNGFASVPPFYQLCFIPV
PLAP activator: PLAP enzyme activators, biochemical, luminescence, HTS; 1.2% of 96,000 active; purified PLAP enzyme, luminescent substrate read-out; stronger effect = higher value; activation fold at 20 µM; Alkaline phosphatase, placental type (Homo sapiens), P05187; AID 696, 2007; in the data active = activation fold above about 2
Pyk2 oligo antag: antagonists of Pyk2 self-association, primary screen, Q293 cells, FERM NanoBiT luminescence, HTS | AID 1347419, 2020 | stronger effect = lower value | z-score (the deposit names both 25 µM and 10 µM) | 0.83% of 99,000 active | Protein-tyrosine kinase 2-beta (Homo sapiens), Q14289;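 active = Z-score of -3 or lower, scaled per plate to the spread of control and sample wells; inactive = z-score above -3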;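 note: negative z-score means lost luminescence so less FERM oligomerization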
CD11b adhes inh: inhibitors of CD11b/CD18 adhesion to fibrinogen, primary screen, K562 cells, luminescence. Integrin beta-2 (Homo sapiens) + Integrin alpha-M (Homo sapiens), P05107+P11215. inhibition, % at 10 µM. 0.54% of 93,000 active. ATPlite luminescence; Mn2+ added to activate the integrin;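 active = primary inhibition of 50% or more at 10 µM, then 40% or more on retest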; note: some results filed as inactive read as strong as hits
CD11b adhes enh: enhancers of CD11b/CD18 adhesion to fibrinogen, primary screen, K562 cells, luminescence; Integrin beta-2 (Homo sapiens) + Integrin alpha-M (Homo sapiens), P05107+P11215; ATPlite luminescence; activation, % at 10 µM; 0.07% of 93,000 active;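 active = 10 µM primary screen giving 50% or more activity, confirmed by 40% or more on retest at that dose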; note: strong numbers were not always called active; reference of the scale not given here
CYP2C19 activ: human CYP2C19 activators, primary screen, biochemical, luminescence; Cytochrome P450 2C19 (Homo sapiens), P33261; recombinant CYP2C19, luciferin-H EGE luminescence; stronger effect = higher value; 0 = fully inhibited enzyme, 1 = untreated enzyme; 96,000 tested, under 10 active; activation factor at 5 µM; AID 1025, 2008;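 active = activation factor of at least 2 at 5 µM in the primary screen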;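 note: 0 = wells with 2.5 mM tranylcypromine and 1 = vehicle-only wells; values of inactives mirror those of a sister screen read the other way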
CYP2C9 inhib: blockers of cytochrome P450 2C9 activity – biochemical, luminescence, ADME assay, primary screen; AID 777, 2007; 20% of 96,000 active; inhibition, % at 5 µM; CYP2C9 Supersomes, luciferin-H conversion;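 active = blocking of liver enzyme CYP2C9 beyond about 50% at 5 µM, limit read from the data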; note: values of inactives mirror those of a sister screen read the other way
* marks the source's active call; other numbers are inactive results; · = not tested or not shown.

SMILES	CYP2C9 act	MT1-MMP txn act	CYP2C19 inhib	PLAP activator	Pyk2 oligo antag	CD11b adhes inh	CD11b adhes enh	CYP2C19 activ	CYP2C9 inhib
CC(OC(=O)CCCN1C(=O)c2ccccc2C1=O)C(=O)Nc1ncc(Cl)cc1Cl (centres undefined)	0.7	1.1	20	1.1	1.4	-1	0	0.8	26
Nc1c(C(=O)Nc2nc3ccccc3s2)sc2nc(-c3cccs3)ccc12	0.7	·	-5	1.4	0.79	16	6	1	28
O=C(CSc1nc(-c2ccccc2)cc(C(F)(F)F)n1)N1CCOCC1	0.9	0.9	3	1.1	-0.75	22	-2	1	8
CCN(CC)S(=O)(=O)c1cc(NC(=O)COC(=O)CCc2nc3ccccc3s2)ccc1C	1.6	1	16	0.9	0.96	7	-1	0.8	-57
O=C(CNC(=O)c1ccco1)NCC(=O)OCc1ccc(C(=O)Oc2ccc(Cl)cc2)cc1	0.4	1.1	13	0.8	0.34	2	-1	0.9	58*
CCOC(=O)c1ccc(N2CSC3=C(C#N)C(c4cccs4)CC(=O)N3C2)cc1 (centres undefined)	0.1	1.1	90*	1.1	·	-9	3	0.1	94*
COc1ccccc1C(O)Cc1nc2ccccc2n1C (centres undefined)	0.9	1.5	95*	1.1	0.41	-1	-4	0.1	8
O=C(c1cccs1)N1CCN=C1SCc1ccccc1	0.8	1	32	0.8	0.89	7	-2	0.7	18
O=C(CCC1CCCCC1)Nc1c[nH]c(=O)[nH]c1=O	1	1.1	-9	1	1	10	-5	1.1	3
CCOc1ccccc1N1CCN(C/C=C/c2ccc(N(C)C)cc2)CC1	1	0.9	17	1.3	0.97	-9	-2	0.8	1

Some of these compounds in order of the CD11b adhes inh value, ascending.
SMILES	CYP2C9 act	MT1-MMP txn act	CYP2C19 inhib	PLAP activator	Pyk2 oligo antag	CD11b adhes inh	CD11b adhes enh	CYP2C19 activ	CYP2C9 inhib
COc1ccccc1C(O)Cc1nc2ccccc2n1C (centres undefined)	0.9	1.5	95*	1.1	0.41	-1	-4	0.1	8
CCN(CC)S(=O)(=O)c1cc(NC(=O)COC(=O)CCc2nc3ccccc3s2)ccc1C	1.6	1	16	0.9	0.96	7	-1	0.8	-57
O=C(CCC1CCCCC1)Nc1c[nH]c(=O)[nH]c1=O	1	1.1	-9	1	1	10	-5	1.1	3

(cont.)
SMILES	CYP2C9 act	MT1-MMP txn act	CYP2C19 inhib	PLAP activator	Pyk2 oligo antag	CD11b adhes inh	CD11b adhes enh	CYP2C19 activ	CYP2C9 inhib
CCc1ccc(NC(=O)C(CC)Sc2nc3cc4c(cc3c(=O)n2Cc2ccco2)OCO4)cc1 (centres undefined)	0.5	·	1	5.1	0.76	-40	10	1	47
COc1ccc2cc(CN(Cc3cccnc3)S(=O)(=O)c3ccccc3)c(=O)[nH]c2c1	0.5	1.1	43	1.6	0.25	23	8	0.6	49
O=C(Nc1ccc2c(c1)N(Cc1ccccc1)C(=O)c1ccccc1S2)NC1CC1	0.2	1.2	87*	2.1*	-3.1*	18	8	0.1	76*
CC(C)C(NC(=O)COc1ccccc1)C(=O)O (centres undefined)	1.1	1	-7	0.9	0.95	1	0	1.1	-13
Cc1ccc(S(=O)(=O)N/N=C/c2ccc(OS(=O)(=O)c3ccc(C)c([N+](=O)[O-])c3)cc2)cc1	0.1	·	21	1.3	-0.1	38	-5	0.8	91*
CC(C)C(NC(=O)OCc1ccccc1)C(=O)OCC(=O)NCc1ccco1 (centres undefined)	1	1	26	1.3	2.3	-20	0	0.7	1
CS(=O)(=O)N1CCN(C/C=C/c2ccccc2)CC1	0.9	1	38	1.4	0.77	-7	-1	0.6	8
Cc1cc(Br)ccc1NC(=O)CCSc1ccccc1	0.8	·	14	1	0.66	7	-2	0.9	18
Cc1ccnc(NC(=O)CN(C)S(=O)(=O)c2cccc3nsnc23)c1	0.2	1.1	21	0.8	0.84	·	·	0.8	77*
CN(c1ccc(C(=O)NC2CC3CCC2C3)cc1)S(C)(=O)=O (centres undefined)	0.9	1.1	0	1	-0.17	-23	-1	1	5
CC(=O)Nc1ccc(NS(=O)(=O)C(F)(F)F)cc1	0.6	1.2	14	0.9	1.3	-24	1	0.9	38
COc1ccccc1N1CCN(C(CNC(=O)c2ccco2)c2cccnc2)CC1 (centres undefined)	0.8	1.1	26	1.2	·	10	1	0.7	20
CCCCn1nnc(NC(=O)COc2cc(C)ccc2C(C)C)n1	1	1	19	0.9	0.28	-16	1	0.8	0
CCN1C(=O)C(CC(=O)NC2CCCCC2)N(CC)C1=O (centres undefined)	1	1	-5	1.1	0.58	-19	2	1.1	-5
c1ccc(CN2CCN(c3ncnc4c3[nH]c3ccccc34)CC2)cc1	0.5	1.4	54*	1.3	-2.6	·	·	0.5	55*
Cc1cccc(NC(=O)NCCc2c[nH]c3ccccc23)c1	1.6	1	93*	1.1	-0.58	·	·	0.1	-61
COC(=O)c1ccccc1NC(=O)c1cnn2c(C(F)F)cc(C3CC3)nc12	0.9	1.2	-8	1.1	-3.6*	18	0	1.1	14
Cn1c(=O)oc2cc(S(=O)(=O)NCCC(=O)N3CC=C(c4ccccc4)CC3)ccc21	1.6	1.1	11	1.4	0.33	·	·	0.9	-64
CC(C)C1NC2(C(=O)c3ccccc3C2=O)C2C(=O)N(c3ccc(F)cc3)C(=O)C12 (centres undefined)	1.1	1.1	3	1.2	0.78	6	1	1	-14
CCOC(=O)c1ccc(N=Cc2nc(-c3ccccc3)oc2OC(C)=O)cc1	0.5	1	32	0.9	1.4	5	-2	0.7	50*
COc1ccc(-c2nnc(-c3ccc(N(C)C)cc3)o2)cc1	0.9	1.4	-3	0.8	-1.7	0	4	1	15
Cn1ncc(Cl)c1C(=O)N1CCCc2ccccc21	0.4	·	54*	1.1	-0.17	-1	1	0.5	63*
CCOC(=O)C1CCCN(C(=O)Cn2cnc3c2c(=O)n(C)c(=O)n3C)C1 (centres undefined)	1	1.1	-6	1	0.3	-10	0	1.1	-3
CN(CP(=O)(O)C(O)c1ccccc1)S(C)(=O)=O (centres undefined)	1	1.1	9	0.8	0.47	-16	-7	0.9	-1
Cc1ccc(C(=O)CSc2nc3ccccc3c(=O)n2-c2ccccc2)s1	0.7	·	2	0.9	1.4	-12	0	1	29
O=C(N/N=C/c1ccc2c(c1)OCO2)c1ccccn1	0.9	·	34	1.2	0.85	·	·	0.7	10
CC1(C)CC(=O)C=C(Nc2cccc(O)c2)C1	0.9	1.1	3	1	-0.51	-2	-1	1	8
Cc1nn(CC(=O)Nc2cccnc2N2CCOCC2)c(=O)c2ccccc12	0.8	1.1	5	1.4	·	-13	-2	0.9	25
CCN(CC)CCCNc1nc2cc(OC)c(OC)cc2c2nc(-c3ccccc3)nn12	1.2	1.1	7	2*	-0.08	15	-4	0.9	-15
CCOC(=O)C1CCN(C(=O)c2ccccc2NC(C)=O)CC1	0.9	1	4	0.9	-0.21	·	·	1	12
O=C(CN1CCC(C(=O)c2ccc(Cl)cc2)CC1)Nc1ccc2c(c1)OCCO2	0.4	1.1	29	1.8	-1.5	5	-2	0.7	58*
Cc1ccc2c(c1)CCCN2C(=O)C1CCCO1 (centres undefined)	1	1.2	3	1.1	-0.57	2	0	1	0
O=C(CCN1C(=O)C2C3C=CC(C3)C2C1=O)NC1CCCc2ccccc21 (centres undefined)	1.3	1	21	1.2	0.18	-1	1	0.8	-32
CCN(CCO)Cc1csc2ccc(Br)cc12	1.3	·	38	1.8	0.3	11	8	0.6	-28
Cc1ccc(C(=O)C(C)OC(=O)c2n[nH]c(=O)c3ccccc23)cc1 (centres undefined)	0.2	·	68*	0.8	0.55	-6	-7	0.3	84*
CCc1ccccc1NC(=O)N[C@@H](C)C(=O)OC	1	1.1	7	0.9	1.2	2	1	0.9	3
CCn1c(CNC(=O)c2ccc(OC)cc2)nnc1SC	0.9	·	25	1.1	·	-5	6	0.7	7
O=C(NC(=O)c1cccc(F)c1)OC[C@@H]1CCCN2CCCC[C@H]12	1	1	14	0.9	·	-8	2	0.9	-3
CC(C)CCNC(=O)CSc1nnc(-c2ccc(S(=O)(=O)N3CCCC3)cc2)n1C	0.6	1.1	13	1.5	2	-37	2	0.9	42
c1coc(CSCc2cn3cccnc3n2)c1	1.1	1.1	15	0.9	1.2	1	1	0.9	-8
Cc1nnc(SCc2c(Cl)cccc2Cl)s1	0.9	1.3	59*	1	-0.06	6	12	0.4	6
CC[N+]1(CC)CC2=Cc3c(ccc4ccccc34)CC2C1 (centres undefined)	1.1	1.1	-6	1	0.78	6	1	1.1	-12
COc1ccc(OCC(O)Cn2c(Nc3ccccc3)nc3c2c(=O)n(C)c(=O)n3C)cc1 (centres undefined)	0.6	1	34	0.9	-0.57	-4	0	0.7	44
CC1CCN(C(C(=O)Nc2ccc(C(C)C)cc2)c2ccc3c(c2)OCO3)CC1 (centres undefined)	0.8	·	0	1.9	·	23	0	1	17
O=c1cc(CO)occ1OCc1ccccc1	1.1	·	-11	1.1	0.07	11	-5	1.1	-7
O=S1(=O)CCC(NS(=O)(=O)c2cccc3cccnc23)C1 (centres undefined)	1.1	1.1	-2	1	0.32	17	-2	1	-11
CC(C)CCNC(=O)Cc1c(C(=O)O)[nH]c2ccc(Cl)cc12	0.6	1.2	30	1.1	0.85	24	3	0.7	42
CCC(C)NC(=O)CSc1nnc(-c2ccc(C(C)(C)C)cc2)n1C (centres undefined)	0.9	1.1	6	1.1	-0.51	-3	-3	0.9	12
COC(=O)c1ccc(/C=N/N2CCN(Cc3ccccc3)CC2)cc1	1.4	·	-4	1	0.49	-18	4	1	-37
N=c1ccn(Cc2ccc(Cl)c(Cl)c2)cc1	1	1.1	-3	0.8	-0.45	12	-2	1	3
Next section
SMILES	CYP2C9 act	MT1-MMP txn act	CYP2C19 inhib	PLAP activator	Pyk2 oligo antag	CD11b adhes inh	CD11b adhes enh	CYP2C19 activ	CYP2C9 inhib
CCOc1ccccc1NC(=O)Cc1coc2cc(C)ccc12	0.1	1.2	95*	0.8	-0.67	6	0	0.1	90*
Cc1cc(C(F)F)n2ncc(C(=O)N3CCc4ccccc4C3)c2n1	1.9	0.8	84*	1.3	-0.06	0	2	0.2	-91
O=c1c2ccccc2oc2ncccc12	0.8	1.2	14	1.1	1.2	-6	-3	0.9	20
CCOC(=O)C1=C(Cc2ccc(C)cc2)C(=O)c2ccccc2C1=O	0.4	1.2	74*	0.8	·	90*	-7	0.3	61*
CC1(C)C(c2cccs2)=[N+]([O-])C2(CCCCC/C2=N\NC(N)=O)N1O (centres undefined)	1.1	1	-13	1	-0.07	15	0	1.1	-14
COc1cc(NC(=S)NC(=O)c2ccc(C)cc2C)ccc1NC(=O)c1cccs1	0.6	·	1	1.1	-1.2	-4	6	1	39
C=CCn1c(SCC(=O)O)nnc1-c1cccc(Cl)c1	1	1.2	-17	0.9	-0.26	·	·	1.2	0
COc1ccc(C(=O)Nn2c(SCC(=O)NC3CCCC3)nc3ccccc3c2=O)cc1	0.8	1.1	-2	0.9	-1.5	-6	-1	1	18
COCCNC(=O)CCn1nc(-c2ccc(Cl)cc2)ccc1=O	1	1.3	3	0.9	-0.02	·	·	1	0
